Compound activity as filed in PubChem BioAssay.
TMEM16A act: TMEM16A chloride channel activators or potentiators, primary screen, cell-based, HTS; hit rate 0.3% among 340,000; Anoctamin-1 (Mus musculus), Q8BHY3; HEK293 TMEM16A/YFP-H148Q/I152L, iodide quench fluorescence; active compounds read low; B-score at 10 µM;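 active = fluorescence-ratio B-score plate-corrected deviation score at least 3 library SD below zero, with starting fluorescence score within 5 deviations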;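 note: channel opened by trigger with iodide after compound preincubation; score built on the fluorescence ratio of max minus min over baseline; more negative score means more quench and so TMEM16A activation or potentiation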
hERG rescue: hERG rescue from dofetilide block, primary screen, cell-based, CHO-hERG, FluxOR thallium flux, dofetilide IC70; Voltage-gated inwardly rectifying potassium channel KCNH2 (Homo sapiens), Q12809; dofetilide IC70 present; activation (rescue from dofetilide block), less the hit threshold, % at 10 µM; hit rate 0.51% among 310,000;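 active = activation above the mean of controls blocked by dofetilide plus 5 SD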;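 note: thallium influx through hERG after potassium depolarization seen as dye fluorescence rise; in these data hits start at about 4.7%; inactives centre near -7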
TMEM16A inh: TMEM16A chloride channel inhibitors, primary screen, cell-based, HTS. AID 588511, 2011. Anoctamin-1 (Mus musculus), Q8BHY3. normalized B-score (activity score, 25-100; higher = stronger inhibition) at 10 µM. hit rate 1.2% among 310,000. HEK293 TMEM16A/YFP iodide influx fluorescence, ionomycin;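 active = ratio plate-corrected score three or more library SD toward inhibition, starting fluorescence score within five deviations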;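 note: score derived from kinetic fluorescence span divided by baseline fluorescence per well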
HDAC3 inh: HDAC3 deacetylase inhibitors, primary screen, biochemical, fluorescence, cell-free homogeneous; Histone deacetylase 3 (Homo sapiens), O15379; recombinant HDAC3, fluorogenic peptide/trypsin coupled; inhibition, % at 8.3 µM; hit rate 0.15% among 320,000; AID 2718, 2010; in the data active = inhibition above about 26%, passing the limit was not always enough
KCNQ1 pot: potentiators or activators of KCNQ1 channel, primary screen, cell-based, thallium flux, high-throughput; CHO-K1 KCNQ1, thallium flux FluxOR fluorescence; active compounds read high; B-score at 10 µM; AID 2648, 2010; hit rate 0.35% among 310,000;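 active = fluorescence ratio B-score, a plate-corrected score, at least three library SD, with initial intensity B-score within 5 SD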
Target sequence (P51787 whole entry, looked up): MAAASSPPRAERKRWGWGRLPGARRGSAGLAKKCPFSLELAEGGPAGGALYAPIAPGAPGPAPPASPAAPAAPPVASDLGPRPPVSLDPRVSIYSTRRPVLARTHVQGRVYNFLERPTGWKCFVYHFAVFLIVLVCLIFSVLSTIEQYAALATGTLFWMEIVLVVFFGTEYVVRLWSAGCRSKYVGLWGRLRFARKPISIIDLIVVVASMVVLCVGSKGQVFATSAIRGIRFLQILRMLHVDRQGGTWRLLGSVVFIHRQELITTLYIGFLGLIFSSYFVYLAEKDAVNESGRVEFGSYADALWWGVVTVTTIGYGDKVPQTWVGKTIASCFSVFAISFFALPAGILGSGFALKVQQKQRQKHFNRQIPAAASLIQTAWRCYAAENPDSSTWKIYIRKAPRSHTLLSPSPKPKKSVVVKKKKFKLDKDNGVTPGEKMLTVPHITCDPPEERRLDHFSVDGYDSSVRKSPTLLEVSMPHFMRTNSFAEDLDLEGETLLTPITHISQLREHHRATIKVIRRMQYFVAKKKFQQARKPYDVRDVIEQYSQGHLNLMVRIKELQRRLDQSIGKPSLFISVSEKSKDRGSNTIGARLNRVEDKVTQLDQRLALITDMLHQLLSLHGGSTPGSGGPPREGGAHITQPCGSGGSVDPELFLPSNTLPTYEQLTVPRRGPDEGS
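Material: CHO-K1 cells stably expressing KCNQ1. Medium: assay buffer for compound exposure, DMSO matched across wells. Reagent: K+/Tl+ depolarizing stimulus. Compound dosing: single-concentration screen. Times: 37 °C overnight plating, 90-min dark dye load, 20-min compound pretreatment. Technique: FluxOR Tl+ flux fluorescence.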
TRPC4 PAM: positive allosteric modulators of TRPC4, primary screen, cell-based, mouse TRPC4beta, HEK293 mu-opioid, Fluo-4 calcium; B-score at 10 µM; DAMGO EC20, Fluo-4 Ca2+ flux; active compounds read high; hit rate 0.42% among 310,000; Short transient receptor potential channel 4 (Mus musculus), Q9QUQ5;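 active = B-score of calcium response area above 5 SD of library B-scores, with initial fluorescence ratio within 5 SD of library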;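 note: B-score of integrated fluorescence ratio over time as area under calcium response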
TRPC4 agonist: activators of mouse TRPC4 channel, primary screen, Fluo4 calcium, HEK293 TRPC4beta/mu-opioid cells; Short transient receptor potential channel 4 (Mus musculus), Q9QUQ5; Fluo4 calcium fluorescence; active compounds read high; B-score at 10 µM; hit rate 0.49% among 310,000; AID 2237, 2010;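 active = B-score above 5 SD of library B-scores, and initial fluorescence ratio not above library mean plus 5 SD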;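 note: positive B-score marks a calcium rise read as TRPC4 activation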
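System – HEK293 cells stably co-expressing mouse TRPC4beta and mu-opioid receptor · Signal – Fluo4 calcium-sensitive dye fluorescence, kinetic, 1 Hz baseline · Benchmarks – buffer (low) and maximal DAMGO (high) · Read-out – B score of integrated fluorescence ratio per well · Incubation – dye loading 45 min room temperature, 110 s kinetic read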
KCNK9 block: KCNK9 potassium channel inhibitors, primary screen, HEK293 cells, thallium flux; FluxOR thallium flux fluorescence; active compounds read low; Potassium channel subfamily K member 9 (Homo sapiens), Q9NPC2; AID 488922, 2010; B-score at 10 µM; hit rate 1.2% among 310,000;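 active = ratio B-score over 3 SD below the library mean, with starting fluorescence within 5 SD of its mean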;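 note: negative B-score means less thallium flux so channel inhibition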
Target sequence (Q9NPC2 whole entry, looked up): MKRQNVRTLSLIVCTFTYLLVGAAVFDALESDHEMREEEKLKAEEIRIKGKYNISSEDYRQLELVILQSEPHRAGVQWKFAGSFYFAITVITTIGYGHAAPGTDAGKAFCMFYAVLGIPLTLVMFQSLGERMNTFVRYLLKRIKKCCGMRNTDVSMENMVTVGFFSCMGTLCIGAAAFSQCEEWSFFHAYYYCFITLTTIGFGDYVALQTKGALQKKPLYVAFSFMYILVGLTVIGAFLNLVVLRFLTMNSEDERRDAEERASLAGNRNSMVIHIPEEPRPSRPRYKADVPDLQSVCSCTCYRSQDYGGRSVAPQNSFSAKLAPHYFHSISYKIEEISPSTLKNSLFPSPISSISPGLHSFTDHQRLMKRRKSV
KCNQ1 block: inhibitors of human KCNQ1 channel, primary screen, cell-based, thallium flux, high-throughput; CHO-K1 KCNQ1, FluxOR thallium flux fluorescence; active compounds read high; B-score at 10 µM; hit rate 1.3% among 310,000; AID 2642, 2010;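 active = compounds whose thallium flux B-score, printed positive for inhibition, exceeds three library SD while starting fluorescence stays within three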;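 note: channel opened by potassium depolarization with thallium stimulus after 20 min compound exposure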
DYRK1A inh: rat Dyrk1A kinase inhibitors, primary screen, biochemical, single point, plate reader. Dual specificity tyrosine-phosphorylation-regulated kinase 1A (Rattus norvegicus), Q63470. ADP-Glo luminescence, NFATc1 peptide. inhibition, % at 12.5 µM. hit rate 0.43% among 310,000; in the data active = inhibition above about 50%;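 note: plate controls were vehicle with enzyme for no effect and no enzyme for full effect; many of its hits are not listed in these tables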
KCNK3 block: human KCNK3 channel inhibitors, primary screen, CHO cells, FluxOR thallium flux, B-score; FluxOR fluorescence; active compounds read low; B-score at 10 µM; hit rate 0.84% among 340,000; AID 602410, 2012;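 active = B-score under library mean minus 4 SD, starting fluorescence ratio at most library mean plus 5 SD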;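 note: more negative B-score means stronger inhibition of thallium flux through KCNK3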
Active calls of the source: *; i = inactive; nt = not tested or not shown; & = joins results of further samples.

SMILES	TMEM16A act	hERG rescue	TMEM16A inh	HDAC3 inh	KCNQ1 pot	TRPC4 PAM	TRPC4 agonist	KCNK9 block	KCNQ1 block	DYRK1A inh	KCNK3 block
Cc1sc2nc(SCC(=O)Nc3ccc(S(=O)(=O)NCCCC(=O)O)cc3)[nH]c(=O)c2c1C	i	-5	i	-1	i	i	i	i	i	4	i
N#CCCn1cc(C(=O)N2CCCCC2)c(-c2cccc([N+](=O)[O-])c2)n1	i	-10	i	1	i	i	i	i	i	-19	i
O=S(=O)(c1ccccc1)n1ccc2ccccc21	i	-10	i	9	i	i	i	i	i	1	i
Cc1ccc(-n2c(C)cc(C(=O)COC(=O)c3ccc[nH]c3=O)c2C)cc1C	i	-5	i	7	i	i	i	i	i	2	i
CCn1ncc(/C=N/NC(=O)c2cc(Cl)ccc2OC)c1C	i	-10	i	3	i	i	i	i	i	1	i
COc1ccc(C2C(C#N)=C(N)OC3=C2C(=O)CC(C)(C)C3)cc1Cn1cc([N+](=O)[O-])cn1 (centres undefined)	i	-7	i	4	i	i	i	i	i	-1	i
Cc1cccc2sc(NNC(=O)c3ccc(S(=O)(=O)N4CCc5ccccc5C4)cc3)nc12	i	-4	i	9	i	i	i	i	i	4	i
COCCNC(=O)CS(=O)Cc1nc(-c2ccc(Cl)cc2)oc1C (centres undefined)	i	-1	i	1	i	i	i	i	i	2	i
N#Cc1ccc(CNc2cnccn2)cc1	i	-7	i	-24	i	i	i	i	i	-4	i
CCOC(=O)COc1ccc(S(=O)(=O)NCCC2=CCCCC2)cc1	i	-13	i	1	i	i	i	i	i	nt	i
O=C1NN=C(c2ccc(Br)cc2)CC1c1ccc(Cl)cc1 (centres undefined)	i	-8	i	4	i	i	i	i	i	2	i
COc1ccc(COC(=O)C2CCN(S(=O)(=O)c3cccs3)CC2)cc1	i	-7	i	3	i	i	i	i	i	5	i
O=C(COc1ccc2ccccc2c1Br)Nc1ccncc1	i	-4	i	-1	i	i	i	i	i	nt	i
COc1ccc(C)cc1Nc1n[n+](-c2ccccc2)c(-c2ccc(C(=O)O)cc2)s1	i	-8	i	-5	i	i	i	i	i	5	i
O=C(COC(=O)CNC(=O)c1sc2ccccc2c1Cl)Nc1cc(Cl)cc(Cl)c1	i	-4	i	-1	i	i	i	i	i	-4	i

An excerpt of these results, as labelled records.
Structure: N#Cc1ccc(CNc2cnccn2)cc1
  TMEM16A act: i | hERG rescue: -7 | TMEM16A inh: i | HDAC3 inh: -24 | KCNQ1 pot: i | TRPC4 PAM: i | TRPC4 agonist: i | KCNK9 block: i | KCNQ1 block: i | DYRK1A inh: -4 | KCNK3 block: i
Structure: CCOC(=O)COc1ccc(S(=O)(=O)NCCC2=CCCCC2)cc1
  TMEM16A act: i | hERG rescue: -13 | TMEM16A inh: i | HDAC3 inh: 1 | KCNQ1 pot: i | TRPC4 PAM: i | TRPC4 agonist: i | KCNK9 block: i | KCNQ1 block: i | DYRK1A inh: nt | KCNK3 block: i

Next part:
SMILES	TMEM16A act	hERG rescue	TMEM16A inh	HDAC3 inh	KCNQ1 pot	TRPC4 PAM	TRPC4 agonist	KCNK9 block	KCNQ1 block	DYRK1A inh	KCNK3 block
C[C@@H]1CCC[C@]2(O[C@H](CCO)C[C@H](O)[C@H]2O)O1	i	-7	i	-2	i	i	i	i	i	8	i
CCCCCc1ccc(-c2cn(Cc3ccc4ccccc4c3)nn2)cc1	i	-5	i	1	i	i	i	i	i	5	i
COC(=O)C(C)N1C(=O)S/C(=C/c2cc(C)n(-c3ccccn3)c2C)C1=O (centres undefined)	i	-7	i	-1	i	i	i	i	i	-4	i
CCOc1ccc(N=CNc2ccc(OCC)cc2)cc1	i	-1	i	5	i	15*	i	i	i	-3	i
O=C(NC(=S)Nc1ccc2[nH]c(=O)[nH]c2c1)c1ccccc1F	i	-5	i	-7	i	i	i	i	i	-3	i
CC(C)N1C(=O)CCC1C(=O)NCc1cccs1 (centres undefined)	i	-10	i	-14	i	i	i	i	i	-1	i
COC(=O)c1ccc(C)c(NC(=O)CCc2cc(OC)c(OC)c(OC)c2)c1	i	-3	i	11	i	i	i	i	i	3	i
COc1ccc(CNC(=O)C(C)c2ccc([N+](=O)[O-])cc2)cc1 (centres undefined)	i	-11	i	-3	i	i	i	i	i	-2	i
O=C(O)c1cnn2c1NC(c1cccs1)CC2C(F)(F)F (centres undefined)	i	-4	i	-4	i	i	i	i	i	1	i
Cn1ncc(C#N)c1NC(=O)c1cc(-c2ccccc2Cl)on1	i	-6	i	3	i	i	i	i	i	-2	i
O=C(CN1C(=O)c2ccccc2S1(=O)=O)c1ccc2c(c1)OCCO2	i	-3	i	-5	i	i	i	i	i	2	i
CCc1ccc(C(=O)COC(=O)CNC(=O)COc2ccccc2)cc1	i	-6	i	-5	i	i	i	i	i	1	i
O=c1[nH]cnc2sc(-c3ccccc3)cc12	i	-8	i	-2	i	i	i	i	i	40	i
CCCNC(=O)COC(=O)/C=C/c1cccc(F)c1	i	-9	i	-4	i	i	i	i	i	-4	i
CC(=O)c1ccccc1NC(=O)COC(=O)/C=C/c1cccs1	i	-14	i	-1	i	i	i	i	i	12	i
COc1cccc(C(=O)CN(C(=O)c2ccc(Cl)cc2Cl)N2C(=O)c3ccccc3C2=O)c1	i	-9	i	nt	i	i	i	i	i	2	i
Cc1nc2ccccc2nc(C)c1=NOCc1ccc(Cl)cc1Cl	i	-6	i	4	i	i	i	i	i	-4	i
CC(C)CCN(C(=O)c1csnn1)C(C(=O)NC1CCCC1)c1ccccc1 (centres undefined)	i	-15	i	-4	i	i	i	i	i	-3	i
CC(Oc1ccccc1Br)C(=O)N1CCc2ccccc21 (centres undefined)	i	-2	i	8	i	i	i	i	i	2	i
O=Cc1c(NCc2ccccc2)c2ccccc2[nH]c1=O	i	-5	i	1	i	i	i	i	i	-1	i
O=C(NC1CCCC1)c1ccc(Cn2c(=O)[nH]c3ccsc3c2=O)cc1	i	-4	i	4	i	i	i	i	i	-2	i
NNC(=O)Cn1c(COc2ccc(Cl)cc2)nc2ccccc21	i	-8	i	3	i	i	i	i	i	-3	i
Cc1oc2cc3oc(=O)c(CCC(=O)NCCCN4CCCC4=O)c(C)c3cc2c1C	i	-6	i	0	i	i	i	i	i	3	i
O=c1[nH]c2cccnc2n1-c1cccc([N+](=O)[O-])c1	nt	-7	i	0	i	i	i	i	i	nt	nt
COc1ccc(CNc2nc(C)c([N+](=O)[O-])c(C)c2C#N)cc1	i	-14	i	0	i	i	i	i	i	0	i
CCc1nn2c(N)c(/C=C3\C=Nc4ccccc43)c(=O)nc2s1	i	-3&-5	i	-5&-1	i	i	i	i	i	-7	i
Cc1cc(C(=O)N2CCCC(C(=O)c3cccc4ccccc34)C2)nc(C)n1 (centres undefined)	i	-12	i	nt	i	i	i	i	i	6	i
CCOc1ccccc1C(C(=O)NC1CCCC1)N(C(=O)c1csnn1)C1CC1 (centres undefined)	i	-6	i	2	i	i	i	i	i	-1	i
Cc1nnn(C23CC4CC(CC(C4)C2)C3)n1	i	-10	i	-1	i	i	i	i	i	-1	i
CCN1C(=O)c2ccccc2S(=O)(=O)c2ccc(C(=O)NC(C)C)cc21	i	-8	i	-1	i	i	i	i	i	-1	i
Cc1cc(N2C(=O)C(O)=C(C(=O)c3cc4ccccc4o3)C2c2ccc(OC(C)C)cc2)no1 (centres undefined)	i	-11	i	6	i	i	i	i	i	nt	i
CC(C)(C)C(=O)NC(=S)Nc1ccc(F)cc1	i	-9	i	4	i	i	i	i	i	-5	i
CCCc1ccc(-c2cc(C(=O)NC3=NCCS3)c3ccccc3n2)cc1	i	-21	i	15	i	i	i	i	i	2	i
COCCn1c(SCC(=O)NC2CCCC2)nc2cccnc21	i	-6	i	4	i	i	i	i	i	-3	i
NC(=O)CCn1ccc2ccccc21	i	-4	i	-8	i	i	i	i	i	-7	i
Cc1cc(C)c(NC(=O)COC(=O)CSc2ccc(Br)cc2C)c(C)c1	i	-10	i	-2	i	i	i	i	i	0	i
Cc1cc(SCC(=O)c2ccc(O)c(O)c2)nc2ccccc12	i	-17	i	0	i	i	i	i	9*	-1	-9.4*
CCN(C(=O)CSc1cc(C)c2ccccc2n1)C1CCS(=O)(=O)C1 (centres undefined)	i	-7	i	0	i	i	i	i	i	8	i
O=C(O)C1CCCCC1C(=O)NCCCc1ccccc1 (centres undefined)	i	-12	i	-9	i	i	i	i	i	6	i
Nc1nc(Cl)nc2ncn(Cc3ccccc3)c12	i	-12	i	-3	i	i	i	i	i	0	i
O=C(CCNS(=O)(=O)c1ccc2c(c1)CCC(=O)N2)NCc1ccc2c(c1)OCO2	i	-8	i	2	i	i	i	i	i	10	i
C#CCOCCOCCOCCNc1nc(N2CCN(C(=O)CCCCCCCCCCNC(=O)[C@@H](CCSC)n3cc(CCO)nn3)CC2)nc(N2CCN(C(=O)CCCCCCCCCCNC(=O)[C@H](CCSC)n3cc(CCO)nn3)CC2)n1	i	nt	i	13	nt	nt	nt	nt	nt	18	i
Cc1csc(NC(=O)c2cccc(C)c2C)n1	i	-5	i	0	i	i	i	i	i	3	i
CSc1ccccc1OCc1cc(C(=O)N(C)Cc2ccc(C)o2)no1	i	-10	i	0	i	i	i	i	i	0	i
O=C(C1CCN(S(=O)(=O)c2cccc3cccnc23)CC1)N1CCc2ccccc21	i	-13	i	0	i	i	i	i	i	-42	i
CC(=O)Nc1cccc(-c2nnc(-c3ccc(C)cc3)o2)c1	i	-6	i	-2	i	i	i	i	i	2	i
Cc1ccc(N(C(C)C(=O)N2CCC(C)CC2)S(C)(=O)=O)cc1C (centres undefined)	i	3	i	-2	i	i	i	i	i	-3	i

Not all compounds are listed. The share of hits here may be higher or lower than overall.
